# Compound activity from PubChem BioAssay.
# SKKanGAS inh – SKKanGAS growth inhibition | S. pyogenes SKKanGAS, kanamycin growth, BacTiter-Glo, 6 h | inhibition, % at 7.5 µM | actives 1.3% (n = 300,000) | AID 1662;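 active means mean replicate score, as percent of positive control median, at least 50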;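 further: strain carries kanamycin resistance gene driven by streptokinase promoter and grows in 40 µg/ml kanamycin; loss of luminescence reflects streptokinase promoter inhibition or plain growth inhibition; 0% = median of DMSO wells and 100% = positive control at its reference dose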
# TRPC4 agonist – activators of mouse TRPC4 channel; AID 2237; HEK293 TRPC4beta/mu-opioid, Fluo4 calcium fluorescence; hits give high values; B-score at 10 µM; Q9QUQ5; actives 0.49% (n = 310,000);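 active means B-score above 5 SD of library B-scores, and initial fluorescence ratio not above library mean plus 5 SD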;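 further: positive B-score marks a calcium rise read as TRPC4 activation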
#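 Test system: HEK293 cells stably co-expressing mouse TRPC4beta and mu-opioid receptor | Schedule: Fluo4 dye loading 45 min at room temperature, 110 s recording | Measured by: Kinetic Fluo4 calcium fluorescence, 5 s baseline at 1 Hz | Evaluation: B score of integrated ratio | Controls: Buffer (low) and maximal DAMGO (high)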
# TRPC6 inhibitor – blocks the mouse TRPC6 cation channel; AID 2553; actives 1.1% (n = 310,000); HEK293-TRPC6, membrane potential dye, ACh-evoked depolarization; hits give low values; Q61143; B-score at 10 µM;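 active means B-score under library mean minus 3 SD, initial fluorescence not abnormally high, positive integrated signal ratio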;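 further: B-score derived from integrated fluorescence ratio over the kinetic read; more negative B-score means stronger inhibition of depolarization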
# IEC-6 tox – IEC-6 cytotoxicity, counter-screen for KLF5 inhibitors; inhibition, % at 5 µM; actives 0.78% (n = 290,000); luminescence viability; in the data active means inhibition above about 22%;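 further: 0% = plate median of test compound wells and 100% = cytotoxic reference compound wells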
# TRPC4 PAM – allosterically enhances the mouse TRPC4 cation channel; Q9QUQ5; HEK293 TRPC4beta/mu-opioid, DAMGO EC20, Fluo-4 Ca2+ flux; hits give high values; B-score at 10 µM; actives 0.42% (n = 310,000); AID 2227;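 active means B-score of calcium response area above 5 SD of library B-scores, with initial fluorescence ratio within 5 SD of library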;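 further: B-score of integrated fluorescence ratio over time as area under calcium response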
# TRPC6 activator – activates the mouse TRPC6 cation channel. HEK293-TRPC6 membrane potential dye fluorescence; hits give high values. B-score at 10 µM. Q61143. actives 0.13% (n = 310,000);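 active means B-score of the integrated fluorescence ratio above library mean plus 3 SD, and starting fluorescence ratio within library mean plus 5 SD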;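 further: higher score means more depolarization so channel activation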
# MrgX1 antagonist – human MrgX1 receptor antagonism, primary screen | Q96LB2 | MRGX1-HEK293 calcium flux, Fluo-4, BAM8-22 antagonism; hits give low values | B-score at 10 µM | actives 1.3% (n = 310,000);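 active means calcium-response B-score plate-corrected more than 3 library SD below zero, starting fluorescence within 5 deviations, no agonist response on first addition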;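 further: peak minus trough fluorescence over baseline after final BAM8-22 challenge near maximal dose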
# Target sequence (Q96LB2 whole entry, looked up): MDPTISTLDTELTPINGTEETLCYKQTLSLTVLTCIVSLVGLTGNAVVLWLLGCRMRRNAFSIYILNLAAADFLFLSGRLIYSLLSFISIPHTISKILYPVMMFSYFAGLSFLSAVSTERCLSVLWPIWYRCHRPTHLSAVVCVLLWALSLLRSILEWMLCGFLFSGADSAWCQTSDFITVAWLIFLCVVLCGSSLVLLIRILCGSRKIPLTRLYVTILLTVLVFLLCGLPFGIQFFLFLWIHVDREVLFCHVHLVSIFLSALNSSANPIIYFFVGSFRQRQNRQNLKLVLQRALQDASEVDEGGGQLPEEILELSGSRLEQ
# TRPC4 block – inhibitors of mouse TRPC4 channel; Q9QUQ5; HEK293 TRPC4beta/mu-opioid, DAMGO-evoked Fluo4 calcium flux; hits give low values; B-score at 10 µM; actives 0.39% (n = 300,000);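 active means B-score over 3 SD under the library average, no early fluorescence shift, positive overall ratio signal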
#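 System: stable TRPC4beta/mu-opioid receptor HEK293 cells; Dosing: single-point compound dosing; Measured by: Fluo4 Ca2+ flux fluorescence; Read-out basis: per-well B score of integrated baseline-normalized Fluo4 ratio.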
# KLF5 inhibitor – inhibitors of KLF5 expression. inhibition, % at 5 µM. actives 0.23% (n = 290,000). DLD-1 KLF5 promoter-luciferase reporter, luminescence;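 active means inhibition above a per-plate limit of that plate's mean compound inhibition plus 3 SD, cut at about 60% in these data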;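 further: 0% = DMSO wells and 100% = LY294002 at 200 µM; higher means less KLF5 promoter-driven luciferase light; inactives centre near -14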
# aSyn UTR inh – 5' untranslated region of α-synuclein, MLPCN primary screen; inhibition, % (tested at 7.5 µM); actives 0.82% (n = 300,000); alpha-synuclein 5'UTR reporter, inhibitor activity; in the data active means inhibition above about 60%;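 further: H4 neuroglioblastoma cells stably carrying SNCA 5'UTR luciferase fusion; 0% = DMSO wells and 100% = positive control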
# HIF activator – HIF pathway transcriptional activation | AID 1910 | actives 0.32% (n = 300,000) | U2OS HRE-luciferase reporter, luminescence; normalized: DMSO 0%, desferrioxamine 100% | activation, % at 7.5 µM (by protocol);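 active means mean activation of at least 10% of the iron chelator positive control signal, with at least half of replicates also reaching 10%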
# * marks the source's active call; other numbers are inactive results; i = inactive; / = not tested or not shown.
SMILES,SKKanGAS inh,TRPC4 agonist,TRPC6 inhibitor,IEC-6 tox,TRPC4 PAM,TRPC6 activator,MrgX1 antagonist,TRPC4 block,KLF5 inhibitor,aSyn UTR inh,HIF activator
O=C(Nc1nnc(-c2ccco2)o1)c1ccc(Cl)s1,51*,i,i,9,i,i,i,i,-40,-7,0.1
CCN(CC)C(=O)CSc1nc(-c2ccccc2)cc(=O)[nH]1,3,i,i,6,i,i,i,i,-20,19,-0.4
COc1ccccc1CNS(=O)(=O)c1ccc2c(c1)CC(C)N2C(=O)C1CC1 (stereo not drawn),5,i,i,0,i,i,i,i,-10,21,0.0
Cc1ccc(N2CC(C(N)=O)CC2=O)cc1C (stereo not drawn),6,i,i,-2,i,i,i,i,-39,-7,-0.7
COC(=O)c1ccc(OC)c(CN2CCCN(Cc3cc(C)ccc3C)S2(=O)=O)c1,12,i,i,-1,i,i,i,i,-44,6,-0.9
O=C(CSc1ncn(-c2ccccc2)n1)NCc1ccccc1,-8,i,i,6,i,i,i,i,-9,-24,1.3
O=c1cc[nH]c2c1ccc1c(=O)cc[nH]c12,4,i,i,-3,i,i,i,i,-25,-19,0.2
COC(=O)c1ccc(CSc2nc3c(c(=O)n2-c2ccc(C)cc2)SCC3)o1,5,i,i,0,i,i,i,i,-8,14,0.0
O=C(c1cccc(S(=O)(=O)N2CCCCC2)c1)N1CCCCC1,1,i,i,-5,i,i,i,i,-2,-7,-0.2
O=C(NC1CCCCCC1)c1ccc(CS(=O)Cc2cccc(Cl)c2)o1 (stereo not drawn),-1,i,i,1,i,i,i,i,-5,9,0.0
CCCN(CC(=O)Nc1ccccc1C)C(=O)C1CC(=O)N(c2cccc(C)c2C)C1 (stereo not drawn),-8,i,i,/,i,i,i,i,/,6,1.6
O=C(O)CCc1ccc(S(=O)(=O)N2CCOCC2)cc1,2,i,i,6,i,i,i,i,10,-1,-1.4
CC(C)c1cc2cc3ccc(=O)oc3cc2o1,5,i,i,0,i,i,i,i,-79,-96,1.7
CCOC(=O)c1c(C)[nH]c(C2=NNC(=Nc3cccc(Cl)c3)SC2)c1C,31,i,i,-2,i,i,i,i,-13,-74,-0.5
COc1ccccc1/C=C/C=N/n1c(-c2ccc(C)cc2)n[nH]c1=S,4,i,i,1,i,i,i,i,-34,11,-0.3
COc1ccc2occ(NC(C)=O)c2c1,-2,i,i,-2,i,i,i,i,-26,1,0.5
COc1ccc(CCN(C)C2CCCN(S(=O)(=O)C(C)C)C2)cc1OC (stereo not drawn),-1,i,i,-7,i,i,i,i,-36,2,-24
O=C(O)c1ccccc1S(=O)CCO (stereo not drawn),0,i,i,0,i,i,i,i,-49,-3,0.2
Nc1c(C(=O)Nc2ccc3c(c2)OCCO3)nnn1Cc1ccc(F)cc1,-4,i,i,/,i,i,i,i,/,-179,3.3
CC(=O)Nc1ccc(S(=O)(=O)N2CCSC2)cc1,-2,i,i,1,i,i,i,i,-22,2,-1.1
Clc1cccc(N2CCN(c3ncnc4nc[nH]c34)CC2)c1,-5,i,i,-8,i,i,i,i,0,17,0.3
CCCCNC(=O)C1CC(=O)N(C2CCCC2)C1 (stereo not drawn),-5,i,i,7,i,i,i,i,-13,7,-0.4
C=CCNC(=O)c1c(Br)cnn1-c1ccc(C)cc1,-10,i,i,-1,i,i,i,i,-138,-88,2.9
CC(C)[C@@H]1COC(c2cccc(C3=N[C@H](C(C)C)CO3)n2)=N1,1,i,i,-2,i,i,i,i,-3,3,0.5

# A draw from above in order of SMILES length, lowest first.
SMILES,SKKanGAS inh,TRPC4 agonist,TRPC6 inhibitor,IEC-6 tox,TRPC4 PAM,TRPC6 activator,MrgX1 antagonist,TRPC4 block,KLF5 inhibitor,aSyn UTR inh,HIF activator
O=C(O)c1ccccc1S(=O)CCO (stereo not drawn),0,i,i,0,i,i,i,i,-49,-3,0.2
CC(C)c1cc2cc3ccc(=O)oc3cc2o1,5,i,i,0,i,i,i,i,-79,-96,1.7
CCCCNC(=O)C1CC(=O)N(C2CCCC2)C1 (stereo not drawn),-5,i,i,7,i,i,i,i,-13,7,-0.4

# (list continues)
SMILES,SKKanGAS inh,TRPC4 agonist,TRPC6 inhibitor,IEC-6 tox,TRPC4 PAM,TRPC6 activator,MrgX1 antagonist,TRPC4 block,KLF5 inhibitor,aSyn UTR inh,HIF activator
Cc1cccc(NC(=O)c2cnn3ccccc23)c1C,-3,i,i,2,i,i,i,i,-58,-85,4.8
CNC(=O)NCC12CC3CC(CC(C3)C1)C2,4,i,i,1,i,i,i,i,1,0,-0.2
CC1CC(C)CN(S(=O)(=O)c2cccc3nonc23)C1 (stereo not drawn),1,i,i,1,i,i,i,i,-13,7,-0.5
O=C(CSc1nc(-c2ccccc2)c(-c2ccccc2)[nH]1)NCC1CCCO1 (stereo not drawn),-2,i,i,-6,i,i,i,i,-9,13,-0.6
CS(=O)(=O)Nc1ccc(C2=NN(C(=O)c3ccco3)C(c3ccccc3)C2)cc1 (stereo not drawn),3,i,i,1,i,i,i,i,-25,-3,-0.1
CCOC(=O)CCn1c(CC(=O)OCC)nc2ccccc21,3,i,i,-1,i,i,i,i,-42,4,0.1
Cc1ccc(N(CC(=O)NCc2ccccc2)C(=O)CCC(=O)Nc2nccs2)cc1,-1,i,i,-5,i,i,i,i,-5,18,-0.1
CCOC(=O)c1c(NC(=O)CSc2nnnn2-c2ccccc2)sc2c1CCC(C)C2 (stereo not drawn),-3,i,i,2,i,i,i,i,-10,-3,-0.4
NS(=O)(=O)c1ccc(CNC(=O)NC2(c3ccccc3)CC2)cc1,-5,i,i,1,i,i,i,i,-5,0,-0.1
COc1ccc(/C(O)=C2/C(=O)C(=O)N(c3ccccn3)C2c2ccc(C(C)C)cc2)cc1 (stereo not drawn),39,i,i,5,i,i,/,i,-43,-122,3.4
O=C(CSc1n[nH]c(-c2ccccc2)n1)Nc1ncc(Br)cc1Br,-5,i,i,-3,i,i,i,i,-38,-31,0.2
Cc1noc(C)c1COc1ccc2ccc(=O)oc2c1,-3,i,i,-1,i,i,i,i,-24,-8,-0.1
CCC(=O)Nc1cccc(C2=NOC3(C2)C[C@@H](C(N)=O)N(C(=O)c2ccc(OC)cc2)C3)c1 (stereo partly drawn),-2,i,i,/,i,i,i,i,/,9,0.3
CCCCCOc1ccc(C(=O)OC(C)C(=O)NCc2ccco2)cc1 (stereo not drawn),0,i,i,-3,i,i,i,i,-29,-20,0.0
O=C1OCCN1C(=O)[C@H]1[C@H](c2ccc(Cl)cc2)C(c2cccc(Cl)c2)=NN1c1ccccc1,16,i,i,0,i,i,i,i,-7,4,0.5
Cc1ccccc1OCC(=O)OCC(=O)Nc1ccc(N2CCOCC2)cc1,-2,i,i,2,i,i,i,i,7,14,0.1
NS(=O)(=O)c1ccc(NCc2ccccc2OCc2ccc(F)cc2)cc1,8,i,i,-2,i,i,i,i,0,35,0.1
COc1ccc(-c2cc(C(=O)c3c(N)n(C)c(=O)n(C)c3=O)c3ccccc3n2)cc1,6,i,i,0,i,i,i,i,-48,-57,0.5
COCCOC(=O)c1c(NC(=O)CN(C)c2ccccc2)sc(C(N)=O)c1C,6,i,i,2,i,i,i,i,-14,15,-0.9
CCOc1ccc(S(=O)(=O)N/N=C(\C)Cc2ccc(OC)cc2)cc1,-4,i,i,-2,i,i,i,i,-12,17,0.0
CCc1cccc(CC)c1NC(=O)C1CSC2(C)CCC(=O)N12 (stereo not drawn),-3,i,i,/,i,i,i,i,/,7,-0.2
CCNS(=O)(=O)c1cc(Br)ccc1OC,0,i,i,3,i,i,i,i,-4,14,0.5
O=C(CSc1nc2ccccc2s1)Nc1cc(S(=O)(=O)N2CCOCC2)ccc1O,12,i,i,-4,i,i,i,i,2,-10,-0.2
CC(C)CNC(=O)NC(=O)COC(=O)c1cc([N+](=O)[O-])ccc1NCc1ccccc1Cl,-15,i,i,-2,i,i,i,i,-26,18,0.6
O=C(NCCCO)c1cc2c([nH]c3ccccc32)c(-c2ccc(F)cc2)n1,14,i,i,-7,i,i,i,i,-30,20,-0.9
COc1ccc(-c2cn3c(C)c(C(=O)Nc4cc(NC(C)=O)ccc4OC)sc3n2)cc1,4,i,i,21,i,i,i,i,42,-36,3.3
O=C(CCNS(=O)(=O)c1ccccc1)N1CCN(c2ccccc2)CC1,36,i,i,-4,i,i,i,i,-53,-4,-0.4
S=C(NNC(=S)NC1CC2C=CC1C2)NC1CC2C=CC1C2 (stereo not drawn),4,i,i,2,i,i,i,i,-9,20,1.7
Cn1c(=O)c([N+](=O)[O-])c(NCc2ccccc2Cl)c2ccccc21,1,i,i,0,i,i,i,i,-12,41,-0.8
Cc1cc(Nc2ccc(Cl)cc2)nc(N2CCOCC2)n1,-1,i,i,12,i,i,i,i,-37,-19,0.7
CCOc1ccc(-n2c(=O)c3sccc3n(CC(=O)NCC3CCCO3)c2=O)cc1 (stereo not drawn),2,i,i,0,i,i,i,i,-30,-28,0.0
Cc1ccc(-c2nc(N)sc2-c2ccccc2)cc1C,8,i,i,0,i,i,i,i,-1,27,0.3
COCCNC(=O)CSc1cc(=O)n(C)c2cc(Cl)ccc12,1,i,i,-1,i,i,i,i,-6,18,-0.1
Cc1cc(C)c(S(=O)(=O)NCC2CCC(C(=O)NCCCN3CCC(C)CC3)CC2)c(C)c1 (stereo not drawn),-4,i,i,-2,i,i,i,i,-33,-23,0.0
O=C(CN1C(=O)COc2ccc(S(=O)(=O)N3CCCC3)cc21)NCc1ccccn1,-10,i,i,4,i,i,i,i,-15,-1,-0.4
COc1ccc(C)cc1NC(=O)c1cc2ccccc2o1,-2,i,i,12,i,i,i,i,-12,-147,2.7
O=C(Nc1ccccc1)c1cc2ccc3ccccc3c2s1,-3,i,i,1,i,i,i,i,-80,-90,3.5
Cc1ccccc1CN1CCNC(=O)C1CC(=O)N(C)CCC1CCOCC1 (stereo not drawn),0,i,i,-2,i,i,i,i,3,5,-0.2
C=CCn1c(=O)c2c(nc(Br)n2Cc2ccccc2Cl)n(C)c1=O,-1,i,i,-1,i,i,i,i,3,-27,0.2
O=[N+]([O-])c1cccnc1N/N=C/c1ccccc1O,23,i,i,-2,i,i,i,i,-45,48,21*
Cc1cccc(C)c1-n1c(C)cc(/C=N\Nc2ccc([N+](=O)[O-])cn2)c1C,12,i,i,11,i,i,-5*,i,-26,-20,-0.4
CCc1c(C(=O)NCc2ccccc2Cl)[nH]c(C)c1C(C)=O,0,i,i,-6,i,i,i,i,-2,14,0.2
